Compound activity: PubChem BioAssay, several laboratories
HIF-2a block = HIF-2a reporter inhibitors, primary screen, luminescence, 786-0 RCC cells; inhibition, % at 18.8 µM; hit rate 0.72% among 360,000; AID 624352, 2012; 786-0 RCC cells HIF-2a reporter, luciferase luminescence, overnight;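 active = inhibition of the luminescence signal of 40% or more relative to plate controls, in a single-dose primary screen at 18.75 µM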
Shn3 3UTR inh = reduction of Shn3 3'UTR firefly luciferase signal, primary screen, Schnurri-3 inhibitor project, cell-based, Clone20 osteoblasts, set 2. inhibition, % at 12.5 µM. Clone20 osteoblast Shn3 3'UTR firefly luciferase, 24 h. AID 588674, 2011. hit rate 0.52% among 360,000;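 active = mean inhibition of at least 75% with every replicate also reaching 75%; inconclusive = mean inhibition at least 75% but some replicate below; inactive = mean inhibition below 75%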;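 note: 0% = median of neutral control wells and 100% = pilot-screen positive control compound; some compounds past the cut are filed as inactive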
MITF TRPM1 inh = inhibitors of MITF-dependent TRPM1 promoter reporter, primary screen, cell-based, SK-MEL-5, single point, luciferase | hit rate 0.83% among 330,000 | inhibition, % at 12.5 µM | SK-MEL-5 TRPM1 promoter luciferase, 24 h;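 active = mean inhibition across replicates of 60% or more, whatever share of single replicates reaches that level; inconclusive = some that reach 60%, reason not given; inactive = mean inhibition across replicates below 60%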; note: values of inactives mirror those of a sister screen read the other way
KKLEB tox = cytotoxicity in KKLEB CF airway cells, primary screen, cytotoxicity control for CF NF-kB inhibitor project, cell-based, uHTS, fluorescence assay plates | KKLEB CF airway cells viability, ATPlite luminescence, overnight; stronger effect = lower value; cells stimulated with P. aeruginosa culture filtrate | activity change (cytotoxicity), % at 5 µM | hit rate 0.36% among 360,000 | AID 602141, 2011;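 active = corrected activity change at or below -50% at 5 µM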
Peg3 promoter = Peg3 promoter-driven luciferase inhibitors, primary screen, cell-based, HeLa, luciferase luminescence; HeLa PEG-Prom luciferase reporter, overnight; inhibition, % at 20 µM; hit rate 1.7% among 360,000; AID 588405, 2011;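 active = inhibition of at least 50% at 20 µM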
NR2E3 ag-1 = inhibitors of NR2E3-RetCOR corepressor binding, primary screen, NR2E3 agonist project, biochemical, TR-FRET, GST-NR2E3, biotin-RetCOR; Photoreceptor-specific nuclear receptor (Homo sapiens), Q9Y5X4; 1536-well; inhibition of corepressor binding, % at 4.78 µM; hit rate 0.12% among 320,000; AID 2300, 2010;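 active = percent inhibition above the cutoff of mean plus 3 SD of all tested compounds, set per screening campaign, cut at about 20% in these data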;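 note: 0% = DMSO wells and 100% = biotin wells as full block of FRET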
Target sequence (Q9Y5X4 whole entry, looked up): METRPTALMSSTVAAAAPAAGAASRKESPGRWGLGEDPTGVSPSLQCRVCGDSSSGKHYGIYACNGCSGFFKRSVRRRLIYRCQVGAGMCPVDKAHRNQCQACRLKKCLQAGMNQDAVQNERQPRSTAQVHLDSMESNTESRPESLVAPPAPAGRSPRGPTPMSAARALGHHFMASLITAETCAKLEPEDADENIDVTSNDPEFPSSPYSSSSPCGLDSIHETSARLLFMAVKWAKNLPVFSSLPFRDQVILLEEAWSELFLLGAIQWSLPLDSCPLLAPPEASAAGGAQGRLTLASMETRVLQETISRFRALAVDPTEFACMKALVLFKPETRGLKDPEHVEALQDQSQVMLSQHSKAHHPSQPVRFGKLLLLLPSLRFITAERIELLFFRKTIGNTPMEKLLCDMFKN
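Assay system: NR2E3–RetCOR corepressor complex. Quantity: 1.35 nM GST-NR2E3. Buffer or medium: pH 7.5 Tris-based buffer. Reagent: biotinylated RetCOR corepressor at 7 nM final. Schedule: 5 h at 4 °C. Detection: TR-FRET, emission read at 617 and 671 nm. Replicates: one well per compound, singlicate testing.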
TROY signal inh = inhibitors of TROY-driven NF-kB signaling, primary screen, Q293 LMP1-TROYcd cells, NF-kB luciferase, uHTS | Q293 LMP1-TROYcd NF-kB luciferase reporter, 4 h | inhibition, % at 10 µM | hit rate 0.98% among 360,000;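 active = compounds whose plate-normalised and pattern-corrected inhibition of the luciferase reporter signal at the single screening dose is 50% or more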
NR2E3 ag-2 = NR2E3 agonists in two-hybrid cells, primary screen, cell-based, luminescence, CHO-S, Gal4-NCOR/VP16-NR2E3 | Photoreceptor-specific nuclear receptor (Homo sapiens), Q9Y5X4 | luciferase | inhibition of corepressor binding, % at 3.98 µM | hit rate 0.35% among 360,000 | AID 602229, 2012;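 active = inhibition above the mean of all tested compounds plus 3 SD, cut at about 70% in these data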;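 note: 0% = DMSO with NR2E3 transfected cells and 100% = cells lacking NR2E3 construct; higher means lower luciferase signal from less NR2E3 corepressor binding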
CF NFkB block = inhibitors of PAF-induced NF-kB signaling, primary screen, cell-based, GFP fluorescence, uHTS. KKLEB NF-kB-GFP reporter, GFP fluorescence overnight. inhibition, % at 5 µM. hit rate 0.86% among 360,000. AID 588850, 2011;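 active = at least 50% inhibition at 5 µM, scaled per plate between neutral and stimulator controls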;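 note: PAF is a Pseudomonas aeruginosa culture filtrate used as stimulus; plate controls were PAF-stimulated DMSO wells for no effect and unstimulated DMSO wells for full effect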
TRAIL sens C8 = viability loss with TRAIL in NB7+C8 cells, primary screen, TRAIL sensitizer project, cell-based, ATPlite luminescence; inhibition (viability loss, TRAIL sensitization), % at 10 µM; hit rate 1% among 360,000; AID 624354, 2012;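 active = compounds causing at least 50% loss of cell viability in the single-dose screen, relative to plate controls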
TWEAK Fn14 block = inhibitors of TWEAK-Fn14 signaling, primary screen, luciferase reporter cells, uHTS; TWEAK-stimulated Fn14 reporter cells, luciferase luminescence, 8 h; inhibition, % at 10 µM; hit rate 2% among 360,000; AID 1159606, 2016; in the data active = inhibition above about 50%
Numbers without * were called inactive; ? = inconclusive; · = not tested or not shown. Not all compounds are listed; count on the stated rates, not on these rows.

SMILES	HIF-2a block	Shn3 3UTR inh	MITF TRPM1 inh	KKLEB tox	Peg3 promoter	NR2E3 ag-1	TROY signal inh	NR2E3 ag-2	CF NFkB block	TRAIL sens C8	TWEAK Fn14 block
Cc1c(NC2=C(Cl)C(=O)N(c3ccccc3)C2=O)c(=O)n(-c2ccccc2)n1C	-32	13	9	4	8	-3	-20	-16	-4	-22	4
CCCc1nn2c(=O)cc(COc3cccc(NC(=O)c4ccco4)c3)nc2s1	3	12	0	7	4	3	-14	-23	-2	9	-20
Cn1c(CCC(=O)OCC(=O)Nc2ccc(Oc3ccccc3)cc2)nc(=O)c2ccccc21	-9	2	-19	7	5	-1	-1	13	3	1	-8
COc1cc(/C=C2/C(=O)N(c3ccc(C)c(C)c3)N=C2C)cc([N+](=O)[O-])c1O	25	10	·	-1	12	0	1	-8	-1	-9	2
CCOc1cc(OCC)c(C(C)=O)cc1OCC	-9	5	3	-11	8	2	-26	4	1	0	8
Cc1ccc(-n2nc3c(=O)n(CCCC(=O)NCc4ccc(Cl)cc4)nc(C)c3c2C)cc1	4	-3	-1	-2	20	10	26	24	27	15	16
Clc1ccc2nnc(Cl)n2n1	19	-8	-3	-7	-4	7	10	11	5	-8	-15
Cc1ccc(NC(=O)C2CCN(S(=O)(=O)c3cnc[nH]3)CC2)cc1C	4	4	9	6	7	1	-21	9	-18	-3	8
COC(=O)c1ccc(C(=O)OC)c(NC(=O)C2CC(=O)N(C3CCCC3)C2)c1 (stereo unspecified)	4	-1	9	4	-17	·	10	-10	-4	9	7
COCc1nnc(NC(=O)c2ccc(OC)cc2OC)s1	-118	-52	-39	-5	-177	1	3	-112	8	23	14
CCOC(=O)C1CCN(C(=O)COC(=O)c2ccccc2OCC)CC1	7	5	3	1	1	·	-14	-18	10	3	6
O=C(O)c1cc(O)c2c(c1)[C@@H]([C@H]1c3cc(C(=O)O)cc(O)c3C(=O)c3c(O[C@@H]4O[C@H](CO)[C@@H](O)[C@H](O)[C@H]4O)cccc31)c1cccc(OC3O[C@H](CO)[C@@H](O)[C@H](O)[C@H]3O)c1C2=O (stereo partly specified)	0	-11	17	-19	27	8	6	-8	-5	-6	17
COc1ccc(CC(=O)Nc2nccs2)cc1S(=O)(=O)N1CCOCC1	-2	8	7	14	-2	·	-5	6	-24	-3	0
COc1ccc(-c2sc3ccc(N4CCOCC4)cc3c2-c2ccc(OC)c(F)c2)cc1	9	2	-10	12	17	0	-13	-24	-17	9	1
Cn1ncc(Br)c1C(=O)Nc1c(F)c(F)cc(F)c1F	-13	-88	-27	1	3	-1	17	-29	-44	7	-43
CCCOc1ccccc1C(=O)N(Cc1cccc(Br)c1)C1CCS(=O)(=O)C1 (stereo unspecified)	14	12	0	-2	9	-4	0	-28	14	2	-1
O=S(=O)(c1ccc(Cl)nc1)N1CCN(c2ncccn2)CC1	7	23	-6	-8	6	-3	1	4	-3	-10	-28
Cc1ccc(NC(=O)COc2ccc(/C(N)=N/O)cc2)cc1C	-31	0	-2	5	-22	-1	-11	-14	8	-3	-11
CC(=O)Nc1ccc(OC(=O)CC2SC(=O)NC2=O)cc1 (stereo unspecified)	7	10	2	0	7	-2	2	2	9	-10	12
COc1cccc(/C=N/NC(=O)c2ccncc2)c1OC(=O)c1ccc(Br)cc1	8	54	8	12	27	-1	13	-2	-1	11	13
CCCC/C(O)=C1\C(=O)CC(C)(C)CC1=Nc1ccc(OC)cc1	3	-1	7	-17	18	3	-7	-16	-1	6	-13
CNC(=O)c1cc2cc(OC)ccc2oc1=O	-56	-1	2	0	-17	3	15	6	-10	5	-13
CCC1CN(S(=O)(=O)c2cc(-c3cc(C)no3)ccc2OC)c2cc(C)ccc2O1 (stereo unspecified)	9	26	0	-16	33	-3	-6	-43	24	6	5
COc1ccccc1NC(=O)COC(=O)CCS(=O)(=O)c1ccc(C)cc1	14	-13	3	1	1	0	10	-17	7	5	-7
Cc1nn(C(=O)c2ccc([N+](=O)[O-])cc2)c(C)c1Br	11	5	-2	6	15	5	-25	-2	-11	22	-5
CSC(=NC#N)N1CCN(C(c2ccccc2)c2ccccc2)CC1	-6	10	18	10	7	-3	-1	8	-1	-19	-1
O=C(c1cccnc1)N1CCC2CC1c1c(Cl)cccc12 (stereo unspecified)	6	2	·	-3	12	·	-16	-16	1	3	13
CCCc1cc(=O)oc2c3c(cc(OCC(=O)N4CCC[C@H]4C(=O)O)c12)OC(C)(C)CC3	-2	76	3	8	-26	-1	3	-3	3	0	-10
NC(c1ccccc1)c1csc(NC(=O)Nc2cccc(C(F)(F)F)c2)n1 (stereo unspecified)	11	23	·	-17	113*	·	15	13	47	25	23
CCOC(=O)CCc1c(C)nc(SCc2ccc(C(=O)O)cc2)c(C#N)c1C	22	3	-5	-10	15	2	11	-26	30	-5	-14
O=[N+]([O-])c1ccc(C[n+]2cccc3c4ccccc4ccc32)cc1	12	15	24	-6	3	1	6	-14	-16	31	12
CCC(c1nnnn1Cc1ccccc1)N(Cc1cc2cc(OC)ccc2[nH]c1=O)CC1CCCO1 (stereo unspecified)	15	12	-4	3	5	5	11	-11	-7	3	24
COC(=O)c1ccc(NC(=O)C2C3C=CC(C3)C2C(=O)O)cc1 (stereo unspecified)	-2	-11	6	3	19	3	5	0	11	-5	12
O=C(NNS(=O)(=O)c1ccc(F)cc1F)C1Cc2c(ccc3ccccc23)O1 (stereo unspecified)	8	50	10	-5	29	3	22	61	-8	16	23
O=C(O)c1ccccc1C(=O)Nc1nccs1	19	-2	3	13	-6	0	0	-6	3	-3	10
CCOC(=O)C(CC)Sc1nnc(COc2ccc(C)cc2)n1-c1ccccc1 (stereo unspecified)	25	58	-3	0	18	-2	-8	-18	6	7	13
CN(/N=C/c1ccc(-c2ccc([N+](=O)[O-])cc2)o1)c1ccccc1	-15	-6	-20	-5	-12	0	3	-32	-46	12	-25
CCOc1ccc(CNC(=O)CCCC(=O)n2ncc3cc(C)ccc32)cc1	-61	-9	-13	2	-52	7	-19	-89	-32	28	-10
COc1ccc(CCNS(=O)(=O)c2cc3c4c(c2)CCN4C(=O)CC3)cc1OC	4	17	-3	-13	-1	·	-6	-22	21	-10	-7
O=C(Nc1nccs1)NC(C(F)(F)F)C(F)(F)F	13	-5	13	-11	9	3	-4	-1	0	-1	-3
COc1cccc(/C=N/NC(=O)Cn2ccnc2C)c1	-4	-2	3	2	-2	2	9	3	-15	-1	12
O=C(Nc1ccc2c(c1)OCCO2)C1c2ccccc2OCC(=O)N1Cc1cccnc1 (stereo unspecified)	8	·	·	·	·	·	-3	-17	·	-2	-5
COc1ccc2c(c1OC)C(=O)OC2Nc1nc(-c2cc3ccccc3oc2=O)cs1 (stereo unspecified)	-173	-52	-41	-8	-200	-1	-49	-125	1	44	18
COC(=O)c1cccc(NS(=O)(=O)c2ccc(OC)cc2)c1C	19	15	10	1	25	-1	-10	-42	-12	-5	17
CCCCc1c(O)c2cccc3c2n(c1=O)CCC3	15	9	·	8	16	2	12	-8	-19	3	9

Just TRAIL sens C8, MITF TRPM1 inh and CF NFkB block, for 2 of the compounds above:
SMILES	TRAIL sens C8	MITF TRPM1 inh	CF NFkB block
CCOC(=O)C(CC)Sc1nnc(COc2ccc(C)cc2)n1-c1ccccc1 (stereo unspecified)	7	-3	6
COc1ccc(-c2sc3ccc(N4CCOCC4)cc3c2-c2ccc(OC)c(F)c2)cc1	9	-10	-17

Other records:
SMILES	HIF-2a block	Shn3 3UTR inh	MITF TRPM1 inh	KKLEB tox	Peg3 promoter	NR2E3 ag-1	TROY signal inh	NR2E3 ag-2	CF NFkB block	TRAIL sens C8	TWEAK Fn14 block
COc1ccc(Cl)cc1NC(=O)C1COc2ccccc2O1 (stereo unspecified)	-127	-5	-10	-42	-73	1	-47	-7	14	0	-19
CCn1c(NCCO)nc2c(c1=O)C(C)(CC)Cc1ccccc1-2 (stereo unspecified)	1	-21	1	-4	31	0	2	-12	6	-2	7
CCc1ccc2c(c1)C(=O)c1ccccc1C2=O	-267	-66	-36	3	-284	3	-67	-50	-24	12	-36
O=C(COc1ccc(Oc2ccccc2)cc1)NC1CCS(=O)(=O)C1 (stereo unspecified)	-4	-4	7	13	20	·	-9	-47	-21	-4	0
CCn1c2ccccc2c2cc(NC(=O)COc3ccccc3OC)ccc21	-8	11	13	-12	23	-1	11	-37	28	-20	13
CN(C)CCCNC(=O)C[C@H]1C[C@H](C(=O)N2CCCCC2)[C@@]2(C)c3[nH]c4cc(-c5ccco5)ccc4c3CCN2C1=O	-6	-26	-19	17	65*	·	-19	-7	-11	-5	-18
Cc1cc(NC(=O)CCC(=O)N(CC2CCCO2)C(C(=O)NC2CCCC2)c2ccccc2C)no1 (stereo unspecified)	21	8	12	1	-1	0	1	-24	-2	9	8
Cc1c(CCC(=O)NCCC(=O)O)c(=O)oc2c(C)c3oc4c(c3cc12)CCCC4	56*	17	9	4	-38	-1	9	6	5	3	39
COC(=O)c1ccccc1NC(=O)CSc1nc(NC(=O)c2ccccc2)c2c(C)c(C)oc2n1	11	8	6	-1	17	0	1	2	13	6	-30
Nc1ncncc1-c1ccc(F)cc1	14	0	·	12	1	·	-1	-11	-14	-7	1
CNc1ccccc1C(C)(C)c1cc(-c2cccc(OC)c2)no1	16	?	11	10	16	2	19	-6	6	32	45
COc1ccc(OC)c(N/C(C)=C/C(=O)c2ccccc2)c1	-220	-51	-46	-3	-330	-1	21	-40	-11	45	-4
Cc1nn(-c2ccccc2)cc1C(=S)Nc1ccccc1	-228	-17	-32	2	-186	1	-16	-42	6	3	-23
Cc1c(C(=O)N(Cc2ccc(N(C)C)cc2)CC2CCCO2)oc2ccccc12 (stereo unspecified)	7	19	6	-6	14	1	-6	15	7	-4	0
COc1ccc(NC(=S)N2CCN(S(C)(=O)=O)CC2)cc1OC	6	1	4	-15	-1	0	9	13	29	5	4
Cc1cccc(NC(=O)NC(=O)c2ccccc2)n1	-154	-110	-46	8	-240	-1	-12	-38	2	-5	-30
O=C(NCC1CCCO1)c1cc(-c2ccccc2)nc2ccc(Br)cc12 (stereo unspecified)	-58	-28	-27	4	-31	16	-32	-19	-27	4	17
O=[N+]([O-])c1ccc2[nH]c3c(c2c1)CCCC3O (stereo unspecified)	11	-4	27	-11	29	4	11	-13	9	-3	3
